# High-throughput results deposited in PubChem BioAssay by several laboratories.
# Mcl1-Bid inh – Mcl-1/Bid binding inhibitors, primary screen, biochemical, TR-FRET, 1536-well | 0.97% of 220,000 active | inhibition, % at 21.7 µM | Induced myeloid leukemia cell differentiation protein Mcl-1 (Homo sapiens), Q07820 | TR-FRET Mcl-1/Bid-Dy647 peptide binding;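 active means compounds that cut the binding signal by more than half at the single screening dose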;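 further: His-tagged Mcl-1 with europium anti-His antibody binding Bid BH3 peptide; 0% = Mcl-1 plus peptide wells and 100% = peptide-only wells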
# Target sequence (Q07820 whole entry, looked up): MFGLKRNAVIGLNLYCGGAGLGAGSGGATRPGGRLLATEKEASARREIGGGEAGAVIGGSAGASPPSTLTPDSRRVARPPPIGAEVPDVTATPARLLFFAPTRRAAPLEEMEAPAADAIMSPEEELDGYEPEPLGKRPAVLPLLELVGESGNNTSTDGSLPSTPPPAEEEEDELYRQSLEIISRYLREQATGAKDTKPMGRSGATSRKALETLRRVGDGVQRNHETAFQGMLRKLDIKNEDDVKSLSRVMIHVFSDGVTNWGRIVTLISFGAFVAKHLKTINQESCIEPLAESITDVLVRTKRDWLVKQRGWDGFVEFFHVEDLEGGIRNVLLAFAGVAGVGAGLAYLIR
# Mcl-1 Bim block – inhibitors of Bim peptide binding to Mcl-1, primary screen, biochemical, bead-based flow cytometry, multiplex; Bim peptide-Mcl-1 binding; 0.1% of 190,000 active; AID 1009, 2008; Induced myeloid leukemia cell differentiation protein Mcl-1 (Homo sapiens), Q07820; inhibition, % at 10 µM; in the data active means inhibition above about 40%;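 further: 0% = no compound tracer wells and 100% = peptide blocker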
# ABCB1 block – ABCB1 efflux pump inhibitors, primary screen, cell-based, multiplex, flow cytometry, ABCG2 counter-screen; ATP-dependent translocase ABCB1 (Homo sapiens), P08183; CCRF-Adr cells, JC-1 efflux; inhibition, % at 6.6 µM; 0.067% of 190,000 active; AID 1326, 2008; in the data active means inhibition above about 40%;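 further: 0% = vehicle and 100% = reference inhibitor; higher value means more JC-1 retained so stronger ABCB1 efflux block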
# Pf gamet viab – late stage P. falciparum gametocyte viability inhibitors, primary screen, ATP luminescence, HTS | inhibition, % at 10.9 µM | P. falciparum stage V gametocytes, 24 h | 0.065% of 150,000 active;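 active means inhibition above the mean plus 3 SD of compounds within the control limits, set per campaign, cut at about 38% in these data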;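 further: 0% = DMSO wells and 100% = medium only without gametocytes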
# RGS4-Gao reg – modulators of RGS4 binding to Galphao, primary screen, biochemical, multiplexed bead flow cytometry. 0.33% of 220,000 active. Guanine nucleotide-binding protein G(o) subunit alpha (Homo sapiens), P09471. actives lie on both sides. binding response (% of control), % at 10 µM. AID 1415, 2008; in the data active means binding response below about 49% or above about 150%; inactive means in between;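 further: fluorescent Galphao activated with aluminum fluoride binding bead-coupled RGS4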
# RGS7-Gao – RGS7-Galphao binding modulators, primary screen, biochemical, multiplexed bead flow cytometry; Guanine nucleotide-binding protein G(o) subunit alpha (Homo sapiens), P09471; actives lie on both sides; binding response (% of control), % at 10 µM; 0.35% of 220,000 active; AID 1439, 2008; in the data active means binding response below about 49% or above about 150%; inconclusive means no clear call, values can overlap the other calls; inactive means in between;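 further: fluorescent Galphao held in activated GDP-AlF4 state binding bead-coupled RGS7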
# RGS8-Gao – RGS8-Galphao binding modulators, primary screen, biochemical, multiplexed bead flow cytometry; actives lie on both sides; response (percent of control binding), % at 10 µM; 0.34% of 220,000 active; AID 1423, 2008; in the data active means response below about 60% or above about 140%; inactive means in between;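 further: Galphao activated as the GDP aluminium fluoride complex binding bead-coupled RGS8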
# ABCG2 block – ABCG2 efflux pump inhibitors, primary screen, multiplex with ABCB1, IgMXP3 cells, flow cytometry; Broad substrate specificity ATP-binding cassette transporter ABCG2 (Homo sapiens), Q9UNQ0; JC-1 efflux; inhibition, % at 6.6 µM; 0.1% of 190,000 active;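 active means inhibition above 80%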;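 further: 0% = DMSO and 100% = nicardipine control wells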
# Target sequence (Q9UNQ0 whole entry, looked up): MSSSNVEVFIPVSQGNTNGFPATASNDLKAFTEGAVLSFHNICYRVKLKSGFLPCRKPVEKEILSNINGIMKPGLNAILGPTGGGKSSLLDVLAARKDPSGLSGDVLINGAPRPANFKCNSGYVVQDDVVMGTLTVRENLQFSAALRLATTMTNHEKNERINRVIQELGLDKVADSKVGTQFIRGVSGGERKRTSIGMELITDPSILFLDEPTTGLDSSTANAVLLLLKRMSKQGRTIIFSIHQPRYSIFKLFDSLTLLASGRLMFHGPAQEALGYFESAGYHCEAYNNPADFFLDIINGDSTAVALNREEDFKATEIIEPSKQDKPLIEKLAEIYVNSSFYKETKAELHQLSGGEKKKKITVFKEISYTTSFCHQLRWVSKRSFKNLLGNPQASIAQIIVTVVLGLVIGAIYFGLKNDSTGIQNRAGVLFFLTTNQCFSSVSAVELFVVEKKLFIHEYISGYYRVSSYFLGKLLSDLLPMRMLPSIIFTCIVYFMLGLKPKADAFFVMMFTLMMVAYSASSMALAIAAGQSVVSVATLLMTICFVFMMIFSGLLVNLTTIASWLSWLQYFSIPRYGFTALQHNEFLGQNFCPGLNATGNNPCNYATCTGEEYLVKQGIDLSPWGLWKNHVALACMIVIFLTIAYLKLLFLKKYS
#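 Read-out basis: Efflux inhibition in percent versus controls | Test system: ABCG2 IgMXP3 and barcoded ABCB1 CCRF-Adr cell mix | Quantity: 3 million cells/mL in well | Schedule: 10 min at 25 °C | Control set: Nicardipine as high control, DMSO as low control | Reagent: JC-1 as fluorescent efflux pump substrate | Signal: Flow cytometry of retained JC-1 fluorescence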
# GSH bead fluor – compound fluorescence on glutathione beads, profiling panel, artefact control, biophysical, 488/530 nm, flow cytometry. GSH beads flow cytometry, compound fluorescence 488/530 nm; hits give high values. AID 1776, 2009. 0.25% of 190,000 active. fluorescence (KMESF) at 10 µM; in the data active means fluorescence above about 89;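 further: glutathione beads carrying GST-tagged Bcl family fusion proteins plus one bare bead set; values are compound well signal with DMSO vehicle wells as background; inactives centre near 16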
# Mcl1-Noxa inh – Mcl-1/Noxa binding inhibitors, primary screen, biochemical, TR-FRET, 1536-well. inhibition, % at 21.7 µM. Induced myeloid leukemia cell differentiation protein Mcl-1 (Homo sapiens), Q07820. TR-FRET Mcl-1/Noxa peptide binding, 2 h. 1.5% of 220,000 active. AID 1022, 2008;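 active means compounds that cut the protein-peptide binding signal by more than 50% relative to plate controls in a single-dose test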;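 further: His-tagged Mcl-1 with rhodamine Noxa BH3 peptide and terbium anti-His antibody; 0% = Mcl-1 plus Noxa peptide wells and 100% = peptide-only wells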
# Avidin bead fluor – green autofluorescence of compounds with avidin beads – biophysical, 488/530 nm, flow cytometry, artefact control, profiling panel. compound fluorescence 488/530 nm; hits give high values. fluorescence (KMESF) at 10 µM. 0.38% of 220,000 active. AID 1775, 2009; in the data active means fluorescence above about 47; further: inactives centre near 10
# Starred values were filed as active, the others as inactive; ? = inconclusive; · = no result given.
SMILES,Mcl1-Bid inh,Mcl-1 Bim block,ABCB1 block,Pf gamet viab,RGS4-Gao reg,RGS7-Gao,RGS8-Gao,ABCG2 block,GSH bead fluor,Mcl1-Noxa inh,Avidin bead fluor
CN(C)S(=O)(=O)c1cccc(NC(=O)COC(=O)c2cc(=O)[nH]c(=O)[nH]2)c1,-18.7,2.0,0.8,-40.2,99.2,?,100.2,-0.3,14,2.5,10
COc1ccc(C=C(c2nc3ccccc3s2)c2nc3ccccc3s2)cc1O,-64.7,0.0,3.2,-13.6,97.7,100.9,80.0,1.4,12,-7.5,3
Cn1cnc(S(=O)(=O)Nc2ccccc2C(=O)NCC2CC2)c1,-0.3,·,·,18.5,109.5,?,108.1,·,·,2.6,6
Cc1nc(CN2CCOCC2)cc(=O)[nH]1,14.6,-6.0,0.7,·,99.9,98.0,101.3,2.3,42,-11.2,4
Cc1ccc(CNC(=O)C2CC(=O)N(C3CCCCCCC3)C2)cc1 (stereo unspecified),-1.6,-4.0,0.7,·,103.0,100.5,99.8,1.1,18,11.9,25
COc1ccc(C2C(C#N)=C(N)OC3=C2C(=O)CCC3)cc1Cn1nc(C)c([N+](=O)[O-])c1C (stereo unspecified),-14.8,-3.0,-0.8,·,109.3,102.7,106.3,0.5,31,-1.1,5
Cc1ccc(CN2CCN(Cc3cn[nH]c3-c3ccccc3)CC2CCO)o1 (stereo unspecified),-32.6,-3.0,-1.7,-5.5,101.7,101.3,102.8,-0.5,17,3.4,12
COc1cc(NC(=O)C(F)(F)F)cc(OC)c1,-8.7,-3.0,-0.1,10.4,103.6,98.5,102.4,25.8,22,-3.7,27
CCCC(C)NC(=O)c1cc(Cl)ccc1OC (stereo unspecified),-41.9,8.0,0.3,17.0,98.1,100.5,99.6,17.8,41,-6.4,6
Cc1ccc(C(=O)Nc2ccccc2N2CCCCC2)cc1[N+](=O)[O-],-24.7,-6.0,0.1,16.4,99.6,95.6,98.5,2.0,15,7.6,9
Cc1ccc(Cn2c(CN3CCOCC3)nc3c2c(=O)[nH]c(=O)n3C)cc1,-26.4,-1.0,0.7,·,94.0,93.6,95.7,7.1,16,-3.1,7
CSc1ccccc1NC(=O)CN(c1cc(C)cc(C)c1)S(C)(=O)=O,-4.4,-2.0,0.4,·,99.2,98.8,101.3,-2.4,29,-14.8,20
C/C(Cl)=C\Cn1c(O)c(N=O)c2ccccc21,-4.5,-3.0,0.2,-7.9,102.8,101.5,101.9,0.8,55,5.9,10
O=C(Nc1ccc(Cl)cc1)N1CCCN(Cc2ccc(F)cc2)C1,-28.8,-1.0,0.6,·,106.7,104.1,108.2,2.8,15,36.2,17
CC1(C)Cc2c(cnn2-c2ccccc2)C(=O)/C1=N\NC(=O)c1ccccc1O,-115.7,0.0,0.4,·,101.0,102.9,100.5,1.4,12,16.4,15
CC1=NOC(=O)/C1=C\c1ccc(-c2ccc(Cl)cc2Cl)o1,88.1*,-4.0,-0.3,·,83.3,85.8,65.5,-1.6,8,87.3*,4
O=C(Nc1nc2ccccc2s1)C1CC(=O)N(c2ccc(Br)cc2)C1 (stereo unspecified),21.5,-2.0,-0.3,-36.0,101.1,98.2,101.0,15.7,34,11.0,13
CC1(C)OC(=O)N(c2ccccn2)C1(C)O (stereo unspecified),-6.8,-3.0,1.6,·,93.5,97.8,96.4,8.6,11,1.4,15
CCN(CC)C1=N/C(=C\c2ccc(OC)cc2)C(=O)N1c1ccccc1,-53.6,0.0,0.5,-1.7,103.5,103.5,104.2,0.5,12,-0.6,3
COc1ccccc1Cn1c(C)nnc1-c1cnn(C)c1N,-35.8,0.0,-0.1,25.9,98.7,?,101.6,-0.1,15,16.0,9
COc1ccc(NC(=S)N2CCN(C(=O)c3ccco3)CC2)c(OC)c1,-30.2,-10.0,0.0,·,92.5,95.0,84.2,1.1,12,3.3,8
Fc1ccc(N2CCN(Cc3ccccn3)CC2)cc1,5.3,0.0,-0.1,-1.4,98.8,?,99.7,-2.1,12,38.6,11
CC1CCCCN1C(=O)NC12CC3CC(CC(C3)C1)C2 (stereo unspecified),-19.9,-8.0,-1.0,10.9,111.2,110.2,112.3,-0.2,53,13.8,6
CCOc1ccc(C(=O)Nc2ccc(N3CCCC3)cc2)cc1,9.3,1.0,-0.3,·,99.5,100.0,102.1,-1.1,35,62.9*,5
CS(=O)(=O)N1CCC(C(=O)Nc2ccccc2)CC1,-7.5,-2.0,-0.3,·,98.7,100.5,98.8,-1.2,33,13.9,7
O=C(COc1ccccc1)NNC(=O)c1cccs1,-8.2,-1.0,0.2,-27.2,96.5,99.7,86.6,0.3,5,9.0,0
CCN1CCc2c(C#N)c(N3CCOCC3)nc(NCc3ccccc3)c2C1,·,0.0,1.6,-2.5,103.1,104.1,98.8,9.0,35,·,14
CCc1ccc(C(=O)CSc2n[nH]c(C)n2)cc1,-19.6,-7.0,-0.4,-3.9,99.9,99.2,99.2,27.3,22,23.1,28
CC(C)(C)c1ccc(S(=O)(=O)NCCc2ccncc2)cc1,0.3,0.0,0.1,8.8,98.7,98.3,99.1,1.4,14,4.2,10
O=C(COC(=O)c1ccc(S(=O)(=O)N2CCOCC2)cc1)NC1CCCCCC1,2.7,0.0,0.2,30.9,100.9,99.7,101.2,0.0,20,5.0,7
O=C1CCCc2ccccc2N1Cc1ccc(Cl)cc1,-3.1,0.0,1.2,4.7,86.0,85.3,93.5,6.2,19,6.0,14
COCCn1c(=S)[nH]c2cc(C(=O)N3CCc4ccccc43)ccc2c1=O,-16.2,11.0,0.8,-4.8,104.6,104.4,95.2,15.1,29,3.6,9
CCn1c(SCC(=O)Nc2nc(C)c(C)s2)nnc1-c1cccnc1,-7.0,3.0,0.0,·,102.5,101.9,99.7,0.5,12,-5.6,11
CC(C(=O)Nc1ccc2nccnc2c1)N1C(=O)C2C3C=CC(C3)C2C1=O (stereo unspecified),-4.4,0.0,-0.2,·,105.1,102.0,102.1,1.0,25,18.6,7
CC(=O)c1cccc(S(=O)(=O)N2CCN(c3ccccc3F)CC2)c1,3.5,0.0,0.3,13.0,103.3,?,103.7,7.6,10,4.4,14
O=C(CCl)Nc1cc(-c2ccccc2)nn1-c1ccccc1,-8.6,-5.0,1.1,-19.3,99.9,100.4,99.0,16.4,26,9.6,12
CCc1ccc(N(C(=O)c2snc(C(N)=O)c2N)C(C(=O)NCCC(C)C)c2c[nH]c3ccccc23)cc1 (stereo unspecified),-8.6,-4.0,0.4,-5.8,94.7,99.6,94.6,11.0,9,-6.6,6
CCOc1ccc(N(CC(=O)Nc2ccc(F)c(F)c2)S(=O)(=O)c2c(C)noc2C)cc1,-23.7,-1.0,0.5,·,104.1,101.5,103.8,3.5,13,-16.9,7
CCOc1cc(C2NC(=O)NC(C)=C2C(=O)OCc2ccccc2)ccc1O (stereo unspecified),-14.2,5.0,0.9,-1.9,98.7,98.0,101.2,4.7,28,10.9,13
COC(=O)c1nn(-c2ccc(OC)cc2)c(=O)cc1Oc1ccccc1,-7.3,-1.0,0.9,-5.5,89.9,98.4,98.3,2.8,27,8.0,9
O=C(Nc1nncs1)C(Sc1ccccc1)c1ccccc1 (stereo unspecified),-11.6,-1.0,-0.4,9.7,101.6,99.6,99.0,-1.9,16,6.0,13
Cc1ccc(NC(=O)c2cccc(C(=O)OC(C)C)n2)c(Br)c1,3.3,-1.0,-0.2,4.6,102.3,102.6,100.3,45.1,11,-7.3,11
CC(=O)N1CCc2cc(S(=O)(=O)CCC(=O)Nc3ccc4c(c3)OCCO4)ccc21,-20.3,0.0,0.3,·,100.2,97.2,98.0,0.7,12,13.6,7
O=C(Nc1cccnc1N1CCOCC1)c1cccs1,-0.5,·,·,8.1,102.8,?,100.0,·,·,-3.4,7
CCOC(=O)C1CCCN(C(c2ccccn2)c2c(C)[nH]c3ccccc23)C1 (stereo unspecified),24.2,-1.0,-0.2,-1.2,99.5,99.6,98.2,-0.1,24,33.8,6
Cc1ccc(-c2csc(NC(=S)NC(=O)/C=C/c3ccco3)n2)cc1,-3.1,-6.0,-0.3,·,97.3,101.2,101.8,0.5,25,12.8,14
Cc1ccc(CC(=O)Nc2ccccc2-c2ccccc2)cc1C,-2.5,0.0,2.6,-4.1,112.2,114.9,125.8,53.6,8,0.3,13
COc1ccccc1N1CCN(C(=O)C2CC=CCC2C(=O)O)CC1 (stereo unspecified),-74.6,1.0,0.1,·,101.0,103.6,101.2,0.4,22,12.2,20
C#CCSc1nc2[nH]ncc2c(=O)[nH]1,-5.0,-4.0,-0.6,-2.0,91.3,92.2,79.0,-12.3,5,-0.1,11
Cc1cc(=O)[nH]c2c1cnn2Cc1ccccc1,-2.6,0.0,-0.1,·,101.0,104.7,104.1,-0.3,36,14.1,5

# Among those listed so far, six have a Cl atom:
SMILES,Mcl1-Bid inh,Mcl-1 Bim block,ABCB1 block,Pf gamet viab,RGS4-Gao reg,RGS7-Gao,RGS8-Gao,ABCG2 block,GSH bead fluor,Mcl1-Noxa inh,Avidin bead fluor
CCCC(C)NC(=O)c1cc(Cl)ccc1OC (stereo unspecified),-41.9,8.0,0.3,17.0,98.1,100.5,99.6,17.8,41,-6.4,6
C/C(Cl)=C\Cn1c(O)c(N=O)c2ccccc21,-4.5,-3.0,0.2,-7.9,102.8,101.5,101.9,0.8,55,5.9,10
O=C(Nc1ccc(Cl)cc1)N1CCCN(Cc2ccc(F)cc2)C1,-28.8,-1.0,0.6,·,106.7,104.1,108.2,2.8,15,36.2,17
CC1=NOC(=O)/C1=C\c1ccc(-c2ccc(Cl)cc2Cl)o1,88.1*,-4.0,-0.3,·,83.3,85.8,65.5,-1.6,8,87.3*,4
O=C1CCCc2ccccc2N1Cc1ccc(Cl)cc1,-3.1,0.0,1.2,4.7,86.0,85.3,93.5,6.2,19,6.0,14
O=C(CCl)Nc1cc(-c2ccccc2)nn1-c1ccccc1,-8.6,-5.0,1.1,-19.3,99.9,100.4,99.0,16.4,26,9.6,12

# This is a random part of the collection (roughly 3.3% active in at least one column).
